From PubChem BioAssay
ALOX15B inhib: 15-hLO-2 (ALOX15B) enzyme inhibition | O15296 | purified 15hLO-2, xylenol orange hydroperoxide absorbance | Potency, µM (doses to about 57.1 µM), for inactives: at the top dose activity change, negative = inhibition, hits mostly inhibitors | hit rate 0.56% among 110,000 | AID 881; note: potency is the fitted concentration of half-maximal effect; nearly all actives have a fitted effect of over 60% in size; many of its hits are not listed in these tables
Target sequence (O15296 whole entry, looked up): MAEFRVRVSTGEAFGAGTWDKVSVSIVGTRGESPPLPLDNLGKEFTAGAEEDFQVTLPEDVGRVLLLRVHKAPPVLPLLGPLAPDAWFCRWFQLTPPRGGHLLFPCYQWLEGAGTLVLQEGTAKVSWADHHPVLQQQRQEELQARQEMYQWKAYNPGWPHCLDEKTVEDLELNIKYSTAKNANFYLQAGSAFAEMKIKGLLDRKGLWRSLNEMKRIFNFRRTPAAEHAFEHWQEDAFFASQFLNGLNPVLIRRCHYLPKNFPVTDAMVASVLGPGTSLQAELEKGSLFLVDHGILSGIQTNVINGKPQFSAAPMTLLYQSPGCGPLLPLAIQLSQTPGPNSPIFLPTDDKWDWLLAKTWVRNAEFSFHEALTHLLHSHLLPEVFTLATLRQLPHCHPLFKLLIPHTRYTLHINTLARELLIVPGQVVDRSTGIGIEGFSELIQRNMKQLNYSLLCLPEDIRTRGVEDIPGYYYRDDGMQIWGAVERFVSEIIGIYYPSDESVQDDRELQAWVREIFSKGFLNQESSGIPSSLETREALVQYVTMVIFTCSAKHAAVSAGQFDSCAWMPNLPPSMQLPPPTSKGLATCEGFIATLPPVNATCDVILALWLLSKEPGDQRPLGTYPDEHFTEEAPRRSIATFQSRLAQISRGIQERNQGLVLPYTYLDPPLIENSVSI
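Screening format was qHTS against 50 nM purified 15hLO-2 in Hepes pH 7.5 with detergent. Activity follows hydroperoxide formation from 45 uM arachidonic acid, measured as 573:405 nm absorbance ratio of the ferric-xylenol orange complex.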
12-hLO inh: 12-hLO (ALOX12) enzyme inhibition; Potency, µM (highest dose often 57.1 µM), without a hit: top-dose activity change, negative = inhibition, most hits filed as inhibitors; AID 1452; hit rate 0.12% among 150,000; purified 12-hLO, xylenol orange hydroperoxide absorbance; note: potency is the fitted concentration of half-maximal effect; nearly all actives have a fitted effect of over 55% in size; many of its hits are not listed in these tables
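Purified human 12hLO (150 nM final) was preincubated with compounds for 15 min at room temperature in 25 mM Hepes pH 7.0, 0.01% Triton X-100, then reacted with 40 uM arachidonic acid for 30 min. Hydroperoxide was detected with ferrous iron/xylenol orange.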
PNC inhibitor: blocks assembly of the perinucleolar compartment; PC3M PTB-GFP, PNC prevalence imaging, 16 h; hits give low values; activity change (PNC), negative = inhibition, % at 10 µM; hit rate 3.1% among 140,000;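 active = readout at or below -70, meaning at least 70% loss of cells showing the perinucleolar compartment, a nuclear body marking cancer cells; inconclusive = readout between -30 and a set limit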;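 note: plate controls were DMSO wells for no effect and camptothecin positive control wells for full effect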
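Read-out is percentage of cells bearing a perinucleolar compartment, from automated 20x imaging of fixed, Hoechst-stained PC3M PTB-GFP cells. Cells were seeded 4 h, then exposed 16 h to compound (23 nl of library stock) in duplicate plates.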
IMPase inh: IMPase inhibition in cells. P97697. CHO-M1 cells, IP1 accumulation, HTRF TR-FRET ratio. inhibition (IP1 accumulation), % at 46.1 µM. 120,000 tested, under 10 active. AID 901; active = well fitted curve in the direction sought with a large enough effect in the signal ratio, not every such curve was filed as active; inconclusive = small, poorly fitted or top-dose-only effect, or a change in a side signal; inactive = no such curve, though single readings can be large or run the other way; the % refers to the signal ratio;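 note: cells stimulated with carbachol in lithium chloride buffer; plate controls were DMSO basal wells for no effect and reference inhibitor wells for full effect; higher means more IMPase inhibition seen as more IP1 and lower FRET ratio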
Target sequence (P97697 whole entry, looked up): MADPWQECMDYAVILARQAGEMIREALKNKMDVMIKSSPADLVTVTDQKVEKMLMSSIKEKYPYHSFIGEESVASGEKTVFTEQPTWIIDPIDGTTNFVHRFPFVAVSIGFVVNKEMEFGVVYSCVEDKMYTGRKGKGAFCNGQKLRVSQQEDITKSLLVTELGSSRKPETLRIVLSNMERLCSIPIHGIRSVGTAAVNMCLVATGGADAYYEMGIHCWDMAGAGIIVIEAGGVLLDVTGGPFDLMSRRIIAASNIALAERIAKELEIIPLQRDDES
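In this qHTS, compounds (final up to 46 uM) act on CHO-M1 cells that are then activated through the M1 receptor with carbachol, in pH 7.4 buffer containing 50 mM LiCl, for 30 min. IP1 accumulation is quantified by the IP-One immunoassay.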
* marks the source's active call; other numbers are inactive results; ? = inconclusive; · = not tested or not shown; & = joins results of further samples; [ ] = dose if it differs, or a comment. Unless noted, calls come from the whole dose curve; as a rule, active = well fitted curve in the direction sought with a large enough effect; inconclusive = small, poorly fitted or top-dose-only effect, or another doubt; inactive = no such curve, though single readings can be large; an effect the other way counts as inactive or inconclusive. Unless noted, % is set by controls: 0 for no effect and ±100 for the full control effect.

SMILES	ALOX15B inhib	12-hLO inh	PNC inhibitor	IMPase inh
O=C(COC(=O)CCc1ccc(S(=O)(=O)N2CCOCC2)cc1)NC1CCCC1	·	1%	13	0
CCN(CCCNC(=O)C1CCN(S(=O)(=O)CC)CC1)c1ccccc1	5%	-6%	4	11
C[C@]12CC[C@@H]3c4ccc(O)cc4CC[C@H]3[C@@H]1CC[C@H]2O	-10%[0.0915 µM]	0%[0.00818 µM]	·	·
Cn1c(=O)c(C(=O)COC(=O)c2cc(C3CC3)nc3ccccc23)c(N)n(Cc2ccccc2)c1=O	-2%	0%&-2%	-1	·
CCOC(=O)c1[nH]c2c(c1C)C(=O)CC(c1ccc(N(C)C)cc1)C2 (stereo not given)	-4%	-1%	?	0
COc1ccc(CC2(C)OC(c3ccc(C)cc3)=NN2C(C)=O)cc1 (stereo not given)	·	0%	-11	·
CCOc1ccc(Nc2nc3cc(S(=O)(=O)N(CC)CC)ccc3o2)cc1	-19%	-11%	-23	14
CCc1c(C)nc2ncnn2c1N1CCCC(C(=O)NCCc2ccc(OC)cc2)C1 (stereo not given)	-4%	-4%	51	-9
Cc1c(C)c2c(C)[nH]nc2oc1=O	-3%	2%	32	-2
O=C(NC(=O)N1CCN(c2ccccc2)CC1)c1ccc(Cl)cc1	·	-8%	7	-3
Cc1cc(C)c(S(=O)(=O)c2ccccc2C)c(OCC(C)(C)C)n1	·	-4%	?	13
CN(C)c1ccc(-c2nc3n(n2)C(c2cccnc2)C2=C(CC(C)(C)CC2=O)N3)cc1 (stereo not given)	21%	-1%	16	?
CSc1nc(-c2ccccc2)nn1C(=O)c1ccccc1	-6%	-4%	26	0
O=C(CC1Oc2ccccc2NC1=O)NC1CCCC1 (stereo not given)	9%	-3%	-2	9
O=C(CSc1ccccn1)N1CCN(c2ccc(Cl)cc2)CC1	-5%	-8%	?	1
C=CCNC(=S)N/N=C/c1ccc(OCc2ccccc2)cc1	-13%	-4%	2	-17
CC1CCCCN1C(=O)Cn1cc(/C=C2/C(=O)Nc3ccccc32)c2ccccc21 (stereo not given)	-10%	-13%	41	-13
Cc1ccc(S(=O)(=O)N(C)c2c(C)ccc(S(=O)(=O)N3CCN(C)CC3)c2C)cc1	·	-1%	12	·
Cc1cccc(-c2nc3ccccc3c(=O)n2NC(=O)c2ccc([N+](=O)[O-])c(C)c2)c1	·	0%	0	8
COC(=O)c1c(NC(=O)CC2NCCNC2=O)sc2c1CCCC2 (stereo not given)	2%	-2%	?	-9
Cc1onc(-c2c(F)cccc2Cl)c1C(=O)OCC(=O)NCc1ccco1	-27%	-10%	-11	2
COc1ccccc1N1CCN(S(=O)(=O)c2cnc[nH]2)CC1	4%	2%	-1	-2
CCc1noc(C)c1C(=O)Nc1ncc(C)s1	5%	-4%	13	-1
COc1ccc(CNC(=O)CCc2c(C)nc3ncnn3c2C)cc1	4%	0%	-14	6

Entries of single compounds from above. Values in the order: ALOX15B inhib | 12-hLO inh | PNC inhibitor | IMPase inh
`Cc1onc(-c2c(F)cccc2Cl)c1C(=O)OCC(=O)NCc1ccco1` in the list: -27% | -10% | -11 | 2
`O=C(CC1Oc2ccccc2NC1=O)NC1CCCC1` (stereo not given) in the list: 9% | -3% | -2 | 9
`CCN(CCCNC(=O)C1CCN(S(=O)(=O)CC)CC1)c1ccccc1` in the list: 5% | -6% | 4 | 11

Further structures:
SMILES	ALOX15B inhib	12-hLO inh	PNC inhibitor	IMPase inh
CN1CCN(C(=O)c2cnn(-c3ccccc3)c2NC(=O)c2ccccc2F)CC1	8%	-7%	-28	-1
COc1ccc(-c2[nH]c(-c3ccc(SC)cc3)nc2SCC(=O)Nc2nccs2)cc1	·	-2%	10	·
Nc1nnc(SCC(=O)c2ccco2)s1	6%	0%	30	1
Cc1cccc(C)c1NC(=S)NNc1ncc(C(F)(F)F)cc1Cl	-11%	-16%	20	-6
CCCc1cc(=O)[nH]c(/N=C(\N)Nc2ccccc2)n1	5%	1%	22	7
O=C(CN1C(=O)c2ccccc2C1=O)Nc1sc2c(c1C(=O)NCc1ccco1)CCCC2	-16%	0%	30	5
O=C(CSc1nnc(CNC(=O)c2ccco2)o1)c1ccc(Cl)cc1	4%	2%	12	1
CCOc1ccc2nc(NCCNC(=O)C(C)C)c(C)cc2c1	18%	4%	?	7
CCCCN(CCCC)S(=O)(=O)c1ccc(NC(=O)c2cccs2)cc1	-6%	-9%	30	6
CC(=O)N1N=C(c2ccncc2)OC12CCCCCC2	·	1%	-25	5
Cn1nccc1C(=O)Nc1ccc(Cl)cc1	6%	-1%	36	-1
O=C(c1cc2cc([N+](=O)[O-])ccc2oc1=O)N1CCN(c2ncccn2)CC1	-2%	-8%	80	0
CC(Oc1ccc(F)cc1F)C(=O)/C=C/N(C)C (stereo not given)	-6%	-24%	7	-1
CN1CCC(OC(c2ccccc2)c2ccccc2)CC1	16%	2%	15	19[20.6 µM]
Cc1noc(C)c1S(=O)(=O)N1CCN(c2ccccc2)CC1	4%	-10%	?	1
CCOC(=O)c1[nH]c2ccc(OCC)cc2c1NC(=O)CN1CCN(c2ccccn2)CC1	-1%	-10%	?	-11
COc1ccc(-c2cc(C(F)(F)F)n3ncc(C(=O)O)c3n2)cc1OC	-14%	-7%	?	3
COc1ccc(OCCC(=O)N2CCCCC2)cc1	-1%	-2%	3	7
Cc1cc(-n2nc(C)cc2C)n2nc(C)c(-c3ccc(Cl)cc3)c2n1	-5%	-1%	47	3
CCOc1ccc(CNC(=O)c2ccc(Sc3ccc(Cl)cc3)c(NC(C)=O)c2)cc1OC	·	-11%	-13	3
Cc1ccc2c(c1)CN1CN2Cc2cc(C)ccc21	-1%	1%	-17	1
Cc1ccc(-c2nn3c(-c4cccc(Cl)c4)nnc3s2)cc1	17%	1%	42	-9
O=C(CCCc1ccccc1)Nc1cccc2c1CCCC2	4%	2%	-8	0
Cc1ccc2nc(CSc3nc(C)ccc3C#N)[nH]c2c1	-4%	-12%	-21	-14

Structures listed so far that have a nitro group on carbon (2):
SMILES	ALOX15B inhib	12-hLO inh	PNC inhibitor	IMPase inh
Cc1cccc(-c2nc3ccccc3c(=O)n2NC(=O)c2ccc([N+](=O)[O-])c(C)c2)c1	·	0%	0	8
O=C(c1cc2cc([N+](=O)[O-])ccc2oc1=O)N1CCN(c2ncccn2)CC1	-2%	-8%	80	0

Carrying on.
SMILES	ALOX15B inhib	12-hLO inh	PNC inhibitor	IMPase inh
CCN(CC)c1ccc(NC(=O)c2c(OC)cccc2OC)c(C)c1	-3%	-11%	5	28
COc1cccc(C2CC(c3c(F)cccc3Cl)n3nc(N)nc3N2)c1 (stereo not given)	·	2%	-110*	13
COc1ccc(C(=O)Nn2c(SCC(=O)c3ccc(Cl)cc3)nc3ccccc3c2=O)cc1	-18%	-13%	-17	9
O=C(c1ccccc1NS(=O)(=O)c1ccc2c(c1)OCCO2)N1CCOCC1	·	2%	10	4
O=C(Nc1cccc(F)c1)c1ccc(Br)o1	-6%[0.0915 µM]	2%[0.00818 µM]	0	·
CC(C)(C)C1CCC(=NNC(=O)c2ccc(Br)o2)CC1 (stereo not given)	·	7%	31	·
COC(=O)N1CCC2(CCCN(C(=O)Nc3cccc(F)c3)C2)CC1	2%	-1%	·	·
COc1cccc(C(=O)CSc2nnc(CNc3nc(-c4ccccc4)cs3)n2C)c1	-3%[11.4 µM]	1%	?	-13[1.84 µM]
CS(=O)(=O)Nc1cccc(-c2nc(N3CCOCC3)c3ccccc3n2)c1	0%	-1%	·	·
CC(=O)Nc1cnc(NC(=O)c2cccc(F)c2)cc1C	·	14%	?	4
O=c1cc(-c2ccccc2)oc2cc(O)cc(O)c12	-7%	-14%	·	0
COc1cc(NC(=O)C2CCN(S(=O)(=O)c3cccnc3)CC2)cc(OC)c1OC	-9%	-6%	-1	14
COc1ccc(/C=N/N=C/c2c[nH]c(=O)c(C#N)c2Nc2ccccc2)cc1	·	3%	-18	·
Cc1ccc(-c2ccc(=O)n(CCC(=O)NCc3ccccn3)n2)cc1	2%[2.29 µM]	-1%	5	-6
Cc1ccn2c(/C=N/OCc3ccc(F)cc3)c(-c3ccc(Cl)cc3)nc2c1	60%[activator]	-3%	-19	?
O=C1COc2ccc(-c3csc(=Nc4ccc(OC(F)F)cc4)n3CC3CCCO3)cc2N1 (stereo not given)	5%	-7%	79	3
O=C(O)c1sc2cc(C(F)(F)F)cnc2c1-c1ccccc1	-10%	-2%	-14	-5
CCn1c(CNC(=O)c2ccc(OC)c(OC)c2)nnc1SCC(=O)Nc1ccccc1	·	2%	-7	·
COc1ccc(C2CC(=O)C3=C(C2)Nc2ncnn2C3c2ccccc2)cc1 (stereo not given)	7%	-5%	-107*	-2
Cc1ccc(NC(=O)c2c(C)nc3sc(C(=O)NC4CCCC4)c(N)c3c2-c2ccco2)c(C)c1	·	-8%	-11	-1
Cc1cccc(N2CCN(C(=O)CSCc3c(C)noc3C)CC2)c1C	-1%	-8%	20	6
COc1ccc(-c2nc(CS(=O)CC(=O)NCc3cccnc3)c(C)o2)cc1OC (stereo not given)	-6%	3%	-10	-2
COc1ccc(C)c2sc(=NC(=O)C(C)C)n(C)c12	-3%	-11%	15	0
CCN(c1ccc(OCC(=O)OCC(=O)Nc2ccc(F)c(F)c2F)cc1)S(=O)(=O)c1ccccc1	·	-5%	-22	·
Cn1c(=O)cc(OCC(=O)NCCCN2CCN(Cc3ccccc3)CC2)c2ccccc21	11%	6%	?	14
CCOC(=O)CSc1nc2ccc(N)cc2s1	-13%	0%	49	-5
O=C(CCn1c(SCC(=O)c2ccccc2)nc2ccccc2c1=O)NCc1ccc(F)cc1	-24%	-4%	15	0
CCC(=O)OCC(=O)[C@@]1(OC(=O)CC)[C@@H](C)C[C@@H]2[C@H]3CCC4=CC(=O)C=C[C@]4(C)[C@@]3(F)[C@@H](O)C[C@@]21C	3%[0.0915 µM]	0%[0.00818 µM]	·	·
CCN(CC)S(=O)(=O)c1ccc2oc(C(=O)O)c(C)c2c1	3%	1%	-16	0
COc1ccccc1NC(=O)C1=C(C)NC2=C(C(=O)CCC2)C1c1ccc2c(c1)OCO2 (stereo not given)	6%	-3%	?	-5
O=C(O)CCC(=O)c1c[nH]c2ccccc12	2%	1%	?	9
CS(=O)(=O)N1CCN(c2ccc([N+](=O)[O-])c(NCc3ccc(Cl)cc3)c2)CC1	·	4%	19	·
CCC(C)Sc1nc2c(c(=O)[nH]c(=O)n2C)n1C (stereo not given)	5%	1%	-5	-4
COc1ccc(OC)c(/C=C/C(=O)N(C)CC(=O)Nc2cc(C)ccc2C)c1	·	0%	-14	·
COC(=O)c1c(/N=C/NOCc2ccc(Cl)cc2)sc2c1CCN(c1ncc(C(F)(F)F)cc1Cl)C2	-14%	3%	?	7
COc1cc(/C=N/NC(=O)C2c3ccccc3Oc3ccccc32)ccc1O	?	4%	0	12
CCOC(=O)CCc1cccc2c1CCC2=O	-7%	-2%	97	4
CCOC(=O)c1cc2occc2n1CC(=O)N1CCCc2ccccc21	-20%	-17%	-84*	13
CCOc1ccccc1NC(=O)N1CCC(C(=O)c2ccc(F)cc2)CC1	-1%	-1%	23	5
COc1ccc(C(CNC(=O)c2ccc(OCC3CCCO3)cc2)N2CCOCC2)cc1 (stereo not given)	4%	6%	49	8
CC(=O)c1ccc(NC(=O)Oc2ccccc2)cc1	2%	5%	-23	2
Cc1ccc(C)c(Cn2c(=O)n(CCCC(=O)NCc3ccco3)c(=O)c3sccc32)c1	5%	3%	24	-9
O=C(NCc1ccc2c(c1)OCO2)c1ccc(-n2cnnn2)cc1	-1%	-4%	?	9
Cc1cc(C)cc(CC2CC(=O)N(c3cc(C)on3)C2=O)c1 (stereo not given)	·	0%	-19	5
CCCCn1c(Cc2ccccc2)n[nH]c1=S	-7%	?	44	3

The list is partial. The share of hits here may be higher or lower than overall.
